SENP8 inh: SENP8 (human) protease inhibition; Q96LD8; recombinant SENP8, Nedd8 substrate fluorescence; inhibition, % at 20 µM; hit rate 0.64% among 360,000; in the data active means inhibition mostly above about 40%, no sharp cut-off; inactive means mostly below about 27%
Target sequence (Q96LD8 whole entry, looked up): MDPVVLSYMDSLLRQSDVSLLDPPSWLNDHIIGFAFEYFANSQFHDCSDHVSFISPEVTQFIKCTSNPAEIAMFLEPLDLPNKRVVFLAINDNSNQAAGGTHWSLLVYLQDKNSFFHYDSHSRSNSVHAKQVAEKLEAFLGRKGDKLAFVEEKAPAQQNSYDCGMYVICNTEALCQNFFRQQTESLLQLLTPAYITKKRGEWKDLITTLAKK
GRIN3A LBD mod: modulates the human NR3A ligand-binding domain; NR3A LBD differential scanning fluorimetry, Tm shift; 0% = protein alone, 100% = glycine-bound protein; Tm shift relative to glycine control, % at 25 µM; hit rate 2.5% among 340,000;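 active means melting temperature shift of at least 10% of the positive control shift, at one fixed dose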
MPTP inh: inhibitors of mitochondrial permeability transition pore; isolated mouse mitochondria, Ca2+ swelling absorbance, 30 min; inhibition, % at 10 µM; hit rate 1.4% among 360,000;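 active means inhibition of 50% or more, scaled per plate between neutral and stimulator controls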;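 further: 0% = DMSO wells given calcium and 100% = 1 mM EGTA wells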
hIAP activ: human IAP activation | activation factor at 10 µM | AID 2524 | hit rate 0.16% among 330,000 | purified human IAP, CDP-Star luminescence, 30 min; hits give high values; 1 = vehicle-only enzyme, 0 = enzyme-free background;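 active means activation factor of the enzyme at least 2-fold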; further: the source names both 10 and 20 µM as test concentration; values of inactives mirror those of a sister screen read the other way
PfG6PD inh: PfG6PD (Plasmodium falciparum) enzyme inhibition. PfGluPho enzyme, NADPH resazurin-diaphorase fluorescence. inhibition, % at 20 µM. hit rate 0.78% among 350,000;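 active means inhibition reaching at least a set limit at 20 µM in the primary screen, cut at about 59% in these data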;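 further: 0% = DMSO wells with substrate and 100% = DMSO wells lacking glucose-6-phosphate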
ATG4B inh: blocks human ATG4B protease cleavage of LC3 substrate | inhibition, % at 8.33 µM | hit rate 0.51% among 340,000 | ATG4B cleavage of LC3-PLA2, NBD-HPC fluorescence, 1 h; in the data active means inhibition above about 40%
SENP6 inh: SENP6 protease inhibition | Q9GZR1 | Recombinant SENP6 catalytic domain, aminoluciferin luminescence | inhibition, % at 10 µM | hit rate 1.8% among 330,000;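 active means inhibition above about 50% at the single tested dose, limit read from the data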;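 further: plate controls were DMSO wells with enzyme for no effect and DMSO wells lacking enzyme for full effect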
Target sequence (Q9GZR1 628-1112 limits assumed): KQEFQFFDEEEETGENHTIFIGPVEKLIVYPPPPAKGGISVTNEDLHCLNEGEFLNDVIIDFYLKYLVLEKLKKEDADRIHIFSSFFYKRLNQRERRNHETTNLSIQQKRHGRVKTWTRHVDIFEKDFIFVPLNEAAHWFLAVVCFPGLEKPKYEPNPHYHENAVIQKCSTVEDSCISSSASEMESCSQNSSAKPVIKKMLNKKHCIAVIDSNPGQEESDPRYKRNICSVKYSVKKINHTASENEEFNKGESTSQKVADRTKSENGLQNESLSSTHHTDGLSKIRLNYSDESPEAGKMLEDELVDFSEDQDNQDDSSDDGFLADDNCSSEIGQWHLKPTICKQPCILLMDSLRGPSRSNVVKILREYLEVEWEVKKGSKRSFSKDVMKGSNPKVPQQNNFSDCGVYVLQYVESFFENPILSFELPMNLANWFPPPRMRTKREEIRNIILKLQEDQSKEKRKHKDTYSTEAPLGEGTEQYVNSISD
SENP1 inh: blocks the human SENP1 SUMO protease catalytic domain. AID 624204. Q9P0U3. recombinant SENP1 catalytic domain, CyPet-SUMO1-YPet FRET cleavage. inhibition, % at 10 µM. hit rate 0.21% among 360,000;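 active means inhibition at least 30% at 10 µM, raw YFP signal under a set limit, fluorescence ratio 0.5 to 1.5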;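 further: 0% = enzyme with DMSO and 100% = no enzyme wells; some results filed as inactive read as strong as hits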
Target sequence (Q9P0U3 419-644 limits assumed): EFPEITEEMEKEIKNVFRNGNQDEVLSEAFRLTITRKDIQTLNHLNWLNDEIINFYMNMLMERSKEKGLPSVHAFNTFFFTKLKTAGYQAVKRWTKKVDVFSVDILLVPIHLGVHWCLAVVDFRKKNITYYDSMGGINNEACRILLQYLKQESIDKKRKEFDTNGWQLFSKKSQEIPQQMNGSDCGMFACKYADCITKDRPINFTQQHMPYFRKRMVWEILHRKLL
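Material – human SENP1 catalytic domain · Input – SENP1 enzyme, 20 pM final · Compound dosing – single concentration of 10 µM compound, 0.5% DMSO final · Timing – enzyme reaction for 50 min at room temperature, dark · Measured by – FRET fluorescence in CFP and YFP emission channels · Control set – no-enzyme wells low, DMSO-plus-enzyme wells high control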
* = called active by the depositor.

SMILES	SENP8 inh	GRIN3A LBD mod	MPTP inh	hIAP activ	PfG6PD inh	ATG4B inh	SENP6 inh	SENP1 inh
CCOc1ccc(-c2nc(CSCC(=O)NCCN3CCOCC3)c(C)o2)cc1	-1	-1	0.2	1.2	-16	-6	6	0
CN(C)S(=O)(=O)c1ccc(N2CCCC2)c(C(=O)OCC(=O)NC2(C#N)CCCCC2)c1	-1	2	-2.1	0.9	7	0	-11	4
COc1ccc(CCC(=O)NCC(=O)OCc2ccccc2)cc1	14	1	0.6	0.99	-1	-6	-29	2
O=C(NC1CCCc2ccccc21)c1cc(S(=O)(=O)N2CCOCC2)ccc1F (configuration not stated)	2	3	-0.3	1	-20	-3	-12	-2
COc1ccc(Cl)cc1NS(=O)(=O)c1cccc(C(=O)N2CC(C)OC(C)C2)c1 (configuration not stated)	1	0	-0.8	1.1	-13	1	0	1
O=c1sc2ccccc2c(N2CCN(c3ccccc3)CC2)c1[N+](=O)[O-]	30	2	0.8	0.96	5	-3	10	2
N#Cc1ccc(-c2csc(NNC(=O)c3ccc(Br)cc3)n2)cc1	-52	5	6.7	1.2	-33	-26	-3	2
CN(CC(=O)Nc1ccccc1Cl)C1CCCCC1	13	-1	0.4	1.1	-17	-1	18	1
CCCCNc1cnn(-c2ccccc2)c(=O)c1Cl	4	2	-2.7	1.4	-5	13	1	-1
Cc1ccc2oc(=O)c3cnn(CC(=O)N(CCC(C)C)Cc4ccco4)c3c2c1	2	4	-2.2	0.89	-7	-13	-12	1

The closing two records of the section above come first, to join the parts:
SMILES	SENP8 inh	GRIN3A LBD mod	MPTP inh	hIAP activ	PfG6PD inh	ATG4B inh	SENP6 inh	SENP1 inh
CCCCNc1cnn(-c2ccccc2)c(=O)c1Cl	4	2	-2.7	1.4	-5	13	1	-1
Cc1ccc2oc(=O)c3cnn(CC(=O)N(CCC(C)C)Cc4ccco4)c3c2c1	2	4	-2.2	0.89	-7	-13	-12	1
CCOC(=O)C(Cc1ccccc1)NC(=O)CCC(=O)c1ccc(OC)cc1 (configuration not stated)	12	-2	0.4	0.95	-11	8	11	2
CCN1CCC(N2CCN(c3ccccc3OC)CC2)CC1	10	2	0.9	1.1	-10	5	0	2
CS(=O)(=O)N1CCN(c2ccc([N+](=O)[O-])c(NCc3cccnc3)c2)CC1	16	-1	-1.5	0.98	12	-3	-24	0
COc1ccc(C)cc1N(C(=O)c1ccco1)C(C(=O)NC1CCCC1)c1cc(OC)c(OC)c(OC)c1 (configuration not stated)	3	-1	2.0	1.1	0	-4	5	0
O=C(NC1CCCC1)C(c1ccco1)N(C(=O)c1ccco1)c1ccc(F)cc1 (configuration not stated)	13	-1	-0.8	1.1	2	-5	5	-3
Cc1cc(-n2c(SCC(=O)NCCC3=CCCCC3)nc3n[nH]c(C)c3c2=N)ccc1Cl	-3	-6	0.1	2.1*	2	-9	8	1
O=C(CSc1nc2ccccc2c(=O)[nH]1)Nc1ccccc1C(F)(F)F	8	2	6.4	1.2	-10	-5	3	2
Cc1cc(-c2nc3ncccc3o2)ccc1NC(=S)NC(=O)c1ccco1	-370	-1	0.3	1.1	9	2	7	-22
COC(CSc1ncnc2c1oc1nc3c(cc12)COC(C)(C)C3)OC	-11	2	2.1	1.1	5	-8	-6	-5
COc1cccc(N(CC(=O)NCCSc2ccccn2)S(C)(=O)=O)c1	40*	4	0.3	0.99	-8	2	-8	2
CC(=O)Nc1ccc(NC(C)=C(C#N)C#N)cc1	15	0	0.7	1.2	-6	0	-25	-3
CCCNC(=O)c1[nH]c(C)c(C(C)=O)c1C	12	-15	1.2	1	9	-7	-24	2
COc1ccc(-c2csc(N(CCc3ccccc3)C(=O)COc3ccccc3)n2)cc1	-8	0	-0.1	1.2	-7	4	6	1
O=C(NCCc1nc2ccccc2[nH]1)/C(=C/c1ccc2c(c1)OCO2)NC(=O)c1ccccc1	4	-2	-1.7	1	-19	0	1	-75
Cc1ccc(SCc2c(C(=O)N/N=C/c3ccncc3)nnn2-c2nonc2N)cc1	17	9	0.9	1.1	8	-4	3	-2
COc1cc(C2/C(=C(\O)c3ccc4c(c3)OCCO4)C(=O)C(=O)N2Cc2ccco2)ccc1O (configuration not stated)	9	0	-0.6	0.98	-15	4	-19	0
O=c1cc(O)c2sc(Nc3ccc(F)cc3)nc2[nH]1	-60	-23	-0.1	1.1	54	0	1	-24
O=C(c1cccc(C(F)(F)F)c1)N1CCC2(CC1)NCCc1[nH]cnc12	13	-2	0.2	1	0	-2	-8	-3
[O-][n+]1onc2c3cc(-c4ccccc4)nnc3ccc21	15	3	-3.6	0.97	12	-6	25	5
O=C(Nc1c2c(nn1-c1ccc([N+](=O)[O-])cc1)CS(=O)(=O)C2)c1ccco1	18	-2	6.7	1.1	-17	5	-15	1

Among those listed so far, these contain a CF3 group:
SMILES	SENP8 inh	GRIN3A LBD mod	MPTP inh	hIAP activ	PfG6PD inh	ATG4B inh	SENP6 inh	SENP1 inh
O=C(CSc1nc2ccccc2c(=O)[nH]1)Nc1ccccc1C(F)(F)F	8	2	6.4	1.2	-10	-5	3	2
O=C(c1cccc(C(F)(F)F)c1)N1CCC2(CC1)NCCc1[nH]cnc12	13	-2	0.2	1	0	-2	-8	-3

(next part)
SMILES	SENP8 inh	GRIN3A LBD mod	MPTP inh	hIAP activ	PfG6PD inh	ATG4B inh	SENP6 inh	SENP1 inh
CC(=O)Nc1ccc(SCCN2CC[C@@H](C(C)(C)C)CCC2=O)cc1	7	-3	0.2	1	12	-3	10	1
CCO[C@@H]1OC(C(=O)O)=C[C@H](C2CC2)[C@H]1CCCO	8	3	-2.2	1.1	-9	1	-2	3
O=C(CCNS(=O)(=O)c1ccccc1)NNC(=O)COc1ccccc1F	8	2	1.3	1.4	8	-3	-15	1
NC(=O)CC(NC(=O)Cc1ccc(Cl)cc1)c1ccc(NC2CCN(Cc3ccccc3)CC2)c([N+](=O)[O-])c1 (configuration not stated)	25	-2	-1.5	0.86	-9	1	-17	2
Cc1nc(OCc2ccccc2)c2sc3nc4c(cc3c2n1)COC(C)(C)C4	-54	1	-1.2	0.97	4	-11	-1	2
Cc1sc2c(c1C)CN(CCN1CCOCC1)CN2C(=O)c1ccccc1	6	2	-0.3	1.2	21	-6	19	-3
CN(C(=O)COC(=O)CNS(=O)(=O)/C=C/c1ccccc1)C1CCS(=O)(=O)C1 (configuration not stated)	4	-1	-0.1	0.97	-11	-3	-8	1
COc1cc2[nH]c(=S)nc(NC3CCCCCC3)c2cc1OC	-408	-4	16	1.5	7	-11	-7	0
O=[N+]([O-])c1ccc(N2CCNCC2)cc1NCc1cccnc1	38	-3	0.5	0.93	15	-9	10	1
COc1cccc(NC(=S)NC2CC3CCCC(C2)N3C2CCCC2)c1 (configuration not stated)	4	-2	0.3	1.2	-8	6	2	-3
CCCN(C(=O)c1cn(CC)c2nc(C)ccc2c1=O)c1c(N)n(Cc2ccccc2)c(=O)[nH]c1=O	-13	-2	0.7	1.1	8	-5	-8	-5
COc1ccc(OC2CCN(S(=O)(=O)c3ccc(C(C)=O)cc3)CC2)cc1	19	-1	-0.1	0.98	4	1	10	1
COC(=O)Nc1ccc(OCC(=O)N2CCOCC2)cc1	9	-5	1.0	0.97	1	-2	-12	0
C#CC1CCCCC1NC(=O)Nc1cnccc1C(F)(F)F (configuration not stated)	20	2	1.7	1	-9	10	-11	1
COc1ccc2c(c1OC)C(=O)OC2Nc1nc(-c2ccc(-c3ccccc3)cc2)cs1 (configuration not stated)	-308	1	1.0	0.95	3	64*	83*	0
COc1cc(/C(C)=N/NC(=O)c2ccc(CSc3nncn3C)cc2)cc(OC)c1OC	10	1	-1.5	1	7	-1	10	-1
Cc1ccc(CNC(=O)C2CCC(=O)N(Cc3ccc(Cl)cc3)C2)cc1F (configuration not stated)	-1	1	-0.6	1	7	-3	2	1
Cc1cc(NC(=O)CN2C(=O)/C(=C/c3ccccc3F)SC2=S)no1	14	-3	1.1	1.2	-6	-4	2	-2
CCOC(=O)c1ccccc1NC(=O)COC(=O)C(CCSC)NC(=O)COc1ccccc1 (configuration not stated)	-8	-1	0.1	0.97	20	-6	-6	1
CCOc1ccc(CNc2nc3ccccc3n2C)cc1	20	1	0.5	1	-6	-2	84*	1

Reprinted at random: 7 compounds from above.
SMILES	SENP8 inh	GRIN3A LBD mod	MPTP inh	hIAP activ	PfG6PD inh	ATG4B inh	SENP6 inh	SENP1 inh
Cc1ccc(CNC(=O)C2CCC(=O)N(Cc3ccc(Cl)cc3)C2)cc1F (configuration not stated)	-1	1	-0.6	1	7	-3	2	1
COc1ccc(OC2CCN(S(=O)(=O)c3ccc(C(C)=O)cc3)CC2)cc1	19	-1	-0.1	0.98	4	1	10	1
COc1ccc2c(c1OC)C(=O)OC2Nc1nc(-c2ccc(-c3ccccc3)cc2)cs1 (configuration not stated)	-308	1	1.0	0.95	3	64*	83*	0
C#CC1CCCCC1NC(=O)Nc1cnccc1C(F)(F)F (configuration not stated)	20	2	1.7	1	-9	10	-11	1
CCOc1ccc(CNc2nc3ccccc3n2C)cc1	20	1	0.5	1	-6	-2	84*	1
Cc1cc(NC(=O)CN2C(=O)/C(=C/c3ccccc3F)SC2=S)no1	14	-3	1.1	1.2	-6	-4	2	-2
COC(=O)Nc1ccc(OCC(=O)N2CCOCC2)cc1	9	-5	1.0	0.97	1	-2	-12	0

Following part:
SMILES	SENP8 inh	GRIN3A LBD mod	MPTP inh	hIAP activ	PfG6PD inh	ATG4B inh	SENP6 inh	SENP1 inh
Cc1c(Cl)cccc1NC(=O)CNC(=O)c1ccco1	2	1	0.2	0.85	-13	3	-3	0
Cc1cc(C)c2nc(SC(C)C(=O)NCC(=O)Nc3ccc(F)c(F)c3F)cc(C)c2c1 (configuration not stated)	9	0	2.3	0.81	-9	-12	12	-1
COc1ccc(OC)c(NC(=O)COC(=O)CCc2ccc(S(=O)(=O)N3CCOCC3)cc2)c1	4	0	0.3	1	19	-8	9	2
O=C(CCN1CCCC1)Nc1ccccc1	29	0	0.2	0.82	-1	-12	-5	-1
Cc1ccc(COc2ccc(CNCCCN3CCCCCC3=O)cc2)cc1	15	-1	0.3	0.94	3	2	-6	-1
Cc1ccccc1NC(=O)NCCCCc1ccccc1	9	2	-0.4	1	3	2	2	2
O=C1c2ccccc2NC(c2ccccc2O)N1c1ccc(F)cc1 (configuration not stated)	-283	2	0.1	0.91	10	-4	-2	-2

Screening data (PubChem)
